# Screening results from PubChem.
# APJ agonist = activates the human apelin receptor APJ | actives 0.11% (n = 330,000) | CHO-K1 APJ PathHunter beta-arrestin, luminescence; 0% DMSO wells, 100% apelin | P35414 | AID 2520 | activation, % at 20 µM;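 active = activation more than six SD over the plate average, tested at 20 µM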;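 also: 0% = DMSO alone and 100% = apelin-13 at 10 nM; some results filed as inactive read as strong as hits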
# Target sequence (P35414 whole entry, looked up): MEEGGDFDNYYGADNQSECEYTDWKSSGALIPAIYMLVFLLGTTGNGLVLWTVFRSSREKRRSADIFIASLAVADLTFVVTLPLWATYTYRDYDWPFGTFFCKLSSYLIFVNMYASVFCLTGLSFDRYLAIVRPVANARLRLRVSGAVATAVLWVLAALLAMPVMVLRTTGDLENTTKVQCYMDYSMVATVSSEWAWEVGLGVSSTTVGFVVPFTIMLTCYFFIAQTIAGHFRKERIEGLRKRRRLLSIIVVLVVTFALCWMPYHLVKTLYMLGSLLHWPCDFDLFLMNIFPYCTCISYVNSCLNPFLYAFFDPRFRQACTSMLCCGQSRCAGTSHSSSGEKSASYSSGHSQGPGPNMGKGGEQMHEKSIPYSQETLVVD
#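 Incubation: overnight seeding, 90 min compound at 25 °C, 1 h detection; test system: PathHunter CHO-K1 APJ (AGTRL-1) beta-arrestin reporter cells; amount: 1000 cells/well; doses: one dose, 20 µM compound, 1% DMSO; measured by: beta-gal luminescence; measure: agonist-driven arrestin binding to APJ; benchmarks: negative DMSO alone, positive Apelin-13 at 10 nM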
# Mdm2 MdmX PPI = disrupts the human Mdm2-MdmX interaction; O15151+Q00987; SaOS-2 split-luciferase Mdm2/MdmX complementation, luminescence; inhibition, % at 8 µM; actives 3% (n = 330,000); AID 485346;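 active = inhibition of at least 50% at 8 µM in the primary screen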
# XBP1 UPR activ = adaptive UPR (XBP1) activation; CHO-XBP1 luciferase reporter, IRE1-XBP1 UPR activation, luminescence; percent of tunicamycin response, DMSO as zero; activation, % at 20 µM; actives 0.33% (n = 330,000);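 active = versus positive control, 20 µM dose yields 30% or more activation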;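 also: 100% = tunicamycin at 10 µg/mL and 0% = DMSO only wells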
#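 Material: CHO-XBP1 cells stably carrying IRE1-XBP1-driven luciferase reporter / Amount: 1000 cells per well / Compound: 20 µM, 1% DMSO / Times: 6 h treatment, 37 °C / Detection: luciferase luminescence / Measure: % activation of reporter signal versus tunicamycin and DMSO controls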
# Jurkat NFkB inh = inhibitors of the PMA/ionomycin-induced NF-kB reporter in Jurkat cells | PMA/ionomycin-induced NF-kB luciferase reporter, luminescence | inhibition, % at 4 µM | actives 0.53% (n = 330,000) | AID 435003; in the data active = inhibition above about 50%
# APJ antagonist = blocks the human apelin receptor APJ; P35414; CHO-K1 APJ beta-arrestin complementation, luminescence; inhibition, % at 20 µM; actives 0.32% (n = 330,000); AID 2521;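 active = inhibition above about 40% at 20 µM, limit read from the data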;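 also: cells challenged with 10 nM apelin-13 agonist together with compound; plate controls were apelin-13 plus DMSO wells for no effect and DMSO wells lacking apelin-13 for full effect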
# UPR CHOP act = apoptotic UPR (CHOP) activation; actives 0.34% (n = 330,000); activation, % at 10 µM; CHO-CHOP luciferase reporter, luminescence; percent of tunicamycin response over DMSO baseline;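 active = at 10 µM dose, activation of 40% or more, normalized to positive control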;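 also: 100% = tunicamycin at 10 µg/mL and 0% = DMSO alone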
#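 measured by = luciferase luminescence | assay system = CHO-CHOP cells, stable luciferase reporter of PERK-eIF2a-CHOP signalling | amount = 500 reporter cells seeded per well | timing = 6 h compound exposure at 37 °C after overnight seeding | controls = positive tunicamycin 10 µg/mL, negative DMSO alone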
# tim23-1 inh = inhibits growth of tim23-1 mutant yeast | actives 1.3% (n = 330,000) | inhibition, % at 20 µM | S. cerevisiae tim23-1 growth, BacTiter-Glo luminescence, 24 h | AID 463212;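 active = growth inhibition of the mutant yeast at or above 50%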;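 also: temperature-sensitive mutant grown at 25 °C; plate controls were DMSO-treated mutant yeast for no effect and medium wells lacking yeast for full effect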
# 697 NFkB inh = inhibitors of the PMA/ionomycin-induced NF-kB reporter in 697 B cells. inhibition, % at 4 µM. actives 0.33% (n = 330,000). 697 B-cell NF-kB luciferase reporter, 16 h. AID 435022; in the data active = inhibition above about 35%
# Active calls of the source: *.
SMILES | APJ agonist | Mdm2 MdmX PPI | XBP1 UPR activ | Jurkat NFkB inh | APJ antagonist | UPR CHOP act | tim23-1 inh | 697 NFkB inh
Cc1cc(S(=O)(=O)NCC2CC2)c(Cl)cc1Cl | -4 | -23 | 3 | 5 | -3 | -1.5 | 30 | -1
CCCN1CCN(C(=O)C2CCN(S(=O)(=O)c3c(C)noc3/C=C/c3ccc(C)cc3)CC2)CC1 | 3 | 58* | 7 | 23 | 21 | 2.0 | 30 | 3
CC(C)n1c(C(=O)OCC(=O)NCc2ccc3c(c2)OCO3)cc2sccc21 | 0 | 25 | -2 | 1 | 8 | 0.6 | 34 | -35
Cn1cc2cccc([N+](=O)[O-])c2n1 | -5 | -12 | -2 | -7 | -11 | -0.3 | 16 | -16
N=C1/C(=C/c2cccs2)C(=O)N=C2SN=C(SCc3ccccc3)N12 | -3 | -8 | 13 | -2 | 6 | 0.1 | 5 | -46
CCOC(=O)C1CCCN(Cc2nc(N)nc(Nc3ccc(C)cc3)n2)C1 (centres undefined) | -3 | 9 | -1 | 1 | 0 | -2.6 | 5 | -33
O=C(Cn1cnnn1)Nc1cccc(S(=O)(=O)N2CCCCC2)c1 | -4 | 27 | 0 | 3 | 7 | -0.8 | -2 | -7
Cc1cc(C)c(C#N)c(N2CCN(c3ccccc3F)CC2)n1 | -3 | 12 | -2 | 1 | 21 | 0.5 | 26 | 4
CN(c1ccccc1)S(=O)(=O)c1ccc(NC(=S)NC(=O)C2CC2)cc1 | 6 | 24 | -1 | 23 | -7 | 0.0 | 34 | -24
CCOc1ccc(CN2CCN(c3ncnc4scc(-c5ccccc5)c34)CC2)cc1 | 2 | 28 | -6 | 6 | 15 | 0.0 | 30 | -15
O=C(c1ccco1)N(Cc1ccccc1)c1cccc([N+](=O)[O-])c1 | -2 | 14 | 2 | 5 | 15 | 2.0 | -11 | 8
c1ccc(OCc2nn3c(-c4n[nH]c5c4CCC5)nnc3s2)cc1 | 2 | 19 | -3 | -11 | 5 | 2.3 | 23 | -11
CCCCn1c(=O)nc2n(-c3ccc(OC)cc3)c3ccccc3cc-2c1=O | 0 | 0 | -2 | 5 | -4 | -0.1 | 4 | 11
O=C(CC1CCCC1)Nc1nnc(C2CC2)s1 | 3 | 12 | 0 | -14 | -9 | 0.3 | 14 | -30
CCOC(=O)c1ccc(CNCc2ccc(Br)cc2)cc1 | -2 | 25 | -2 | 14 | -7 | 0.4 | -11 | 13
Nc1nc(SCC(=O)NC2CCCCC2)[nH]c(=O)c1-c1ccccc1 | -5 | 22 | 0 | -12 | 6 | -2.7 | -3 | 2
Cc1ccccc1-n1c(=O)n(Cc2ccco2)c(=O)c2[nH]cnc21 | -5 | 17 | 4 | 15 | 17 | 1.7 | 2 | 0
O=C(O)C1CCN(C(=O)c2ccccc2C(=O)N2CCC(C(=O)O)CC2)CC1 | 4 | -22 | -2 | -11 | -1 | -0.4 | 4 | -7
Cc1ccc(N2CCN(C(=O)NC3CCCCC3)CC2C)cc1 (centres undefined) | -2 | 4 | 1 | 3 | -11 | 1.3 | 15 | 13
CC(C)CCCN1C(N(C)C)=NC[C@@H]1C | 4 | -11 | 2 | 6 | 4 | -2.1 | 7 | 12
CCC/C(O)=C1\C(=O)CCCC1=NCCc1c(C)[nH]c2ccc(C)cc12 | -3 | 12 | -2 | 3 | -10 | 0.4 | -2 | 17
CCc1nc(Nc2cccc(F)c2)c2oc3ccccc3c2n1 | -2 | 30 | 5 | -4 | -14 | -0.3 | 35 | -21
CCn1c(SCC(=O)Nc2ccccc2)nc2ccccc2c1=O | -2 | 8 | -3 | 4 | 16 | 2.9 | -11 | -8
Cc1ccc(OCCCC(=O)Nc2ccc(S(=O)(=O)N3CCOCC3)cc2)cc1 | -3 | 8 | -4 | 8 | 4 | -1.7 | 31 | 13
O=C(COC(=O)CNC(=O)c1cccc([N+](=O)[O-])c1)NCc1ccco1 | -6 | -16 | 0 | 4 | -12 | -2.6 | 11 | 6
O=C1CSC(=S)N1/N=C/c1ccc2c(c1)OCCO2 | -2 | -13 | -4 | -2 | -9 | 0.7 | 22 | -26
Cc1onc(-c2c(Cl)cccc2Cl)c1C(=O)Nc1ccc(Cl)cn1 | 1 | 11 | -2 | -22 | 7 | -1.4 | 26 | 3
Cc1ccc(N(C(=O)c2cccs2)C2C=CS(=O)(=O)C2)cc1 (centres undefined) | -5 | -4 | -4 | 1 | 12 | 1.8 | 0 | -2
COC(=O)Cc1c(C)c2ccc(OC(=O)c3ccccc3)cc2oc1=O | -3 | -12 | 11 | 9 | -12 | 4.8 | 13 | 7
Cc1cccc(NC(=O)C2C3C=CC(O3)C2C(=O)O)c1 (centres undefined) | 0 | 4 | 0 | 5 | 0 | 0.4 | 17 | -10
Nc1nc(Nc2ccccc2F)nc(NCc2ccccc2)c1[N+](=O)[O-] | -4 | 24 | 3 | 5 | 13 | 1.3 | 7 | 8
O=C1CC(N2CCSCC2)C(=O)N1c1cccc(Br)c1 (centres undefined) | -2 | -29 | 0 | -12 | -14 | 0.9 | 11 | 4
CN1CCN(C(c2cccnc2)c2ccc3cccnc3c2O)CC1 (centres undefined) | -2 | 31 | 3 | -1 | 5 | 13 | 1 | 1
CC12CCC(=O)N1C(C(=O)Nc1nc3c(F)cc(F)cc3s1)CS2 (centres undefined) | 5 | -23 | -2 | 3 | 0 | -0.3 | 29 | -1
CC(=O)Nc1cccc(NC(=S)Nc2ccc(F)c(Cl)c2)c1 | -2 | 12 | -3 | 13 | 16 | -1.7 | -13 | 5
CC(C)C[C@@H](CO)N1CCNCCC1=O | 0 | 3 | -1 | -3 | 5 | 0.8 | 5 | 10
Cc1ccccc1Cn1c(C(C)O)nc2ccccc21 (centres undefined) | -2 | 14 | -7 | 4 | 20 | -1.1 | 19 | 2
COc1ccc(-c2c(C)oc3c(CN4CCCC(C)C4)c(O)ccc3c2=O)cc1OC (centres undefined) | -2 | -13 | -2 | -8 | 5 | 0.5 | 13 | 6
Cc1ccc(NC(=O)CCCN2C(=O)c3cccc4cccc(c34)C2=O)cc1 | -3 | 19 | 1 | 8 | -5 | -0.9 | 9 | 2
CCCCN(C)CC(O)Cn1cc(/C=C/C(=O)c2ccc(C)cc2)c2ccccc21 (centres undefined) | 0 | 74* | 21 | -16 | -17 | 1.0 | 36 | 26

# 2 compounds from above, limited to UPR CHOP act, XBP1 UPR activ and 697 NFkB inh:
Molecule | UPR CHOP act | XBP1 UPR activ | 697 NFkB inh
Cc1ccc(N(C(=O)c2cccs2)C2C=CS(=O)(=O)C2)cc1 (centres undefined) | 1.8 | -4 | -2
Cn1cc2cccc([N+](=O)[O-])c2n1 | -0.3 | -2 | -16

# Carrying on:
# Values in the order – APJ agonist | Mdm2 MdmX PPI | XBP1 UPR activ | Jurkat NFkB inh | APJ antagonist | UPR CHOP act | tim23-1 inh | 697 NFkB inh
- O=C1C(Cl)=C(NCCN2CCOCC2)C(=O)c2ccccc21
    3 | 3 | 3 | -10 | -42 | 4.4 | 22 | 2
- CS(=O)(=O)N1N=C(c2cccs2)CC1c1ccccc1 (centres undefined)
    -2 | 6 | -1 | 9 | 1 | 0.6 | 12 | 26
- COc1ccc(CNS(=O)(=O)NCc2ccc(C)cc2)cc1
    -2 | -16 | 0 | -6 | 11 | -2.2 | -6 | -7
- O=C(COC(=O)C1CC(O)CN1S(=O)(=O)c1ccc(Cl)cc1)c1ccccc1 (centres undefined)
    -3 | -1 | -1 | -7 | -7 | 2.4 | -15 | 4
- CN(C)CCCNC(=O)c1ccc(-c2cc(O)c3ncccc3c2)cc1
    0 | 55* | -1 | 23 | -9 | 1.2 | 7 | -16
- CN(C)C(CNS(=O)(=O)c1ccc2ccccc2c1)c1ccccc1 (centres undefined)
    -2 | -9 | -1 | -18 | -7 | 0.1 | 14 | -15
- c1ccc(Cn2nnc3c(N4CCC5(CC4)OCCO5)ncnc32)cc1
    -4 | 2 | -1 | 3 | 6 | 2.4 | 36 | -5
- O=c1c2ccccc2[nH]c(=S)n1Cc1ccccc1
    1 | 25 | -3 | -10 | 26 | 0.6 | 0 | -2
- COC(=O)CN(C)C(=O)c1cccc(OC2CCN(S(=O)(=O)N(C)C)CC2)c1
    -2 | 5 | -4 | -3 | -10 | -1.2 | -2 | -16
- Cc1ccc(-c2nnc(SCc3nc4ccccc4[nH]3)n2Cc2ccco2)cc1
    -3 | 6 | -1 | 9 | 10 | -0.7 | 30 | 15
- Cc1ccc(CNC(=O)C2CC(c3ccccc3C(F)(F)F)=NO2)cc1 (centres undefined)
    -2 | 9 | 0 | 10 | 21 | 0.7 | 24 | 13
- Cn1c(C=O)c(-c2ccc3cc[nH]c3c2)c2ccccc21
    -1 | 44 | -2 | -10 | -10 | 2.3 | 64* | -9
- Cc1c(CC(=O)NC(C)C)c(=O)oc2cc3c(cc12)CCC(C)(C)O3
    -4 | -34 | 0 | -27 | 10 | 4.2 | 10 | -58
- COCCN1C=C2C(=O)C(C)(OC(=O)CCC(=O)OC)C(=O)C=C2C=C1C1CC1 (centres undefined)
    29 | 18 | -1 | 11 | -123 | 1.5 | -9 | 25
- Cc1c(C(=O)CN2CCN(c3ccccc3)CC2)c2ccccc2n1C
    -3 | 30 | 2 | -8 | 1 | -0.8 | 18 | 1

# For reference, some entries already given.
# Values in the order – APJ agonist | Mdm2 MdmX PPI | XBP1 UPR activ | Jurkat NFkB inh | APJ antagonist | UPR CHOP act | tim23-1 inh | 697 NFkB inh
- CN(C)C(CNS(=O)(=O)c1ccc2ccccc2c1)c1ccccc1 (centres undefined)
    -2 | -9 | -1 | -18 | -7 | 0.1 | 14 | -15
- c1ccc(Cn2nnc3c(N4CCC5(CC4)OCCO5)ncnc32)cc1
    -4 | 2 | -1 | 3 | 6 | 2.4 | 36 | -5
- O=c1c2ccccc2[nH]c(=S)n1Cc1ccccc1
    1 | 25 | -3 | -10 | 26 | 0.6 | 0 | -2
- COC(=O)CN(C)C(=O)c1cccc(OC2CCN(S(=O)(=O)N(C)C)CC2)c1
    -2 | 5 | -4 | -3 | -10 | -1.2 | -2 | -16
- Cc1ccc(-c2nnc(SCc3nc4ccccc4[nH]3)n2Cc2ccco2)cc1
    -3 | 6 | -1 | 9 | 10 | -0.7 | 30 | 15
- Cc1ccc(CNC(=O)C2CC(c3ccccc3C(F)(F)F)=NO2)cc1 (centres undefined)
    -2 | 9 | 0 | 10 | 21 | 0.7 | 24 | 13

# The list continues.
# Values in the order – APJ agonist | Mdm2 MdmX PPI | XBP1 UPR activ | Jurkat NFkB inh | APJ antagonist | UPR CHOP act | tim23-1 inh | 697 NFkB inh
- COc1ccccc1C(CCNS(=O)(=O)c1ccc(C)cc1)c1ccco1 (centres undefined)
    1 | -23 | -1 | 13 | 5 | 1.2 | 4 | -4
- CCCCC(=O)N(Cc1nc2sc(C)c(C)c2c(=O)[nH]1)C1CCCC1
    2 | 0 | -2 | 5 | -27 | -0.4 | 14 | -18
- COCCNC(=O)CNC(=O)c1nn(-c2ccc(OC)c(Cl)c2)c(=O)c2ccccc12
    -1 | -27 | 6 | -4 | -14 | 3.4 | 19 | -5
- CCN1C(=O)CSc2ccc(C(=O)NCc3ccccc3)cc21
    -2 | -13 | -5 | -2 | 15 | -0.7 | 9 | 14
- Brc1cccc(C2Nc3cccc4cccc(c34)N2)c1
    8 | 12 | -3 | 10 | -30 | 2.8 | 31 | -8
